# Compound activity from PubChem.
# NPSR antag: antagonists of human neuropeptide S receptor cAMP signaling; CHO-NPSR cells, cAMP TR-FRET, antagonist mode; AID 1461; Potency, µM (series often up to 38.3 µM), for inactives: top-dose activity change, negative = inhibition, actives largely listed as inhibitors; Q6W5P4; actives 1% (n = 220,000); also: potency is read from the fitted curve at half-maximal effect; % is scaled to controls: 0 for no effect and ±100 for the full control effect; nearly all actives have a fitted effect of over 50% in size; many of its hits are not listed in these tables
# Target sequence (Q6W5P4 whole entry, looked up): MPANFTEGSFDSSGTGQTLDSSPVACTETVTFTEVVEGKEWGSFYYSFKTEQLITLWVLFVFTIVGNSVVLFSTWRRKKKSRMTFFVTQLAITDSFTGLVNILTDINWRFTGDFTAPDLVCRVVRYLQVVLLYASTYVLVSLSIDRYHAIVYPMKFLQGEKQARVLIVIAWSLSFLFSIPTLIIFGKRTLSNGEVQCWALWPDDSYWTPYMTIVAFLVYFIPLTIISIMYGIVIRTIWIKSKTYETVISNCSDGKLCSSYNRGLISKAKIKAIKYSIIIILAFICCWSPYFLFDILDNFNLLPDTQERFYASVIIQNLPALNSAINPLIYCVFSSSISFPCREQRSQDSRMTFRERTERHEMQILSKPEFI
# Epigenetic derep: derepresses silenced GFP reporter in murine cells | Potency, µM (top dose mostly 53.9 µM), for the others: at the highest dose GFP activation, most hits filed as activators | actives 0.2% (n = 280,000) | AID 1865 | murine LDR cells, GFP reporter derepression, 30 h; also: potency is read from the fitted curve at half-maximal effect; % of control where 0% means no effect; nearly all actives have a fitted effect of over 60% in size
#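 In this reporter-derepression format, murine cells bearing a silenced integrated CMV-GFP locus incubate with test compound (30 h, 37 C), then are washed and imaged; fluorescent objects of 20–120 um count as induced cells.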
# LMNA splice mod: modulators of lamin A splicing; AID 1487; HeLa LMNA splicing GFP/RFP minigene ratio, 48 h; actives 0.01% (n = 200,000); Potency, µM (titrated, usually from 46.1 µM), without a hit: top-dose ratio change, negative = inhibition, actives largely listed as inhibitors; active = well fitted inhibition curve with a large enough effect in the signal ratio, with a control signal flat, not every such curve was filed as active; inconclusive = small, poorly fitted or top-dose-only effect, or effect the other way, or a change in a side signal; the % refers to the signal ratio; also: potency is read from the fitted curve at half-maximal effect; % is scaled to controls: 0 for no effect and ±100 for the full control effect
#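 S3 HeLa cells stably expressing lamin A-EGFP splicing minigene plus DsRed2, 600 cells/well, 48 h compound exposure at 37C. Laser-scanning cytometry; analysed as GFP (500-530 nm)/RFP (575-640 nm) total intensity ratio; 0.5% DMSO vehicle.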
# Luc counter: counter-screen: inhibitors of Kinase-Glo firefly luciferase; Q27757; Kinase-Glo luciferase, ATP luminescence, 8 min; Potency, µM (highest dose often 38.3 µM), for inactives: at the highest dose activity change, negative = inhibition, actives largely listed as inhibitors; actives 0.28% (n = 200,000); also: potency is read from the fitted curve at half-maximal effect; % is scaled to controls: 0 for no effect and ±100 for the full control effect; nearly all actives have a fitted effect of over 60% in size
#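 Compounds were added to a substrate mix at pH 7.2 (50 mM imidazole, 10 uM ATP, within the enzyme's linear range), followed by Kinase-Glo detection reagent; luminescence was measured after 8 minutes at ambient temperature.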
# aGal spleen mod: inhibits or activates alpha-galactosidase in human spleen homogenate; P06280; human spleen homogenate, 4MU-alpha-Gal fluorescence, 40 min; Potency, µM (series often up to 80 µM), without a hit: at the highest dose activity change, negative = inhibition, actives largely listed as inhibitors; actives 0.008% (n = 240,000); AID 2107;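 also: potency is read from the fitted curve at half-maximal effect; 0% = enzyme with vehicle and -100% = no enzyme basal signal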
# Target sequence (P06280 32-429 limits assumed): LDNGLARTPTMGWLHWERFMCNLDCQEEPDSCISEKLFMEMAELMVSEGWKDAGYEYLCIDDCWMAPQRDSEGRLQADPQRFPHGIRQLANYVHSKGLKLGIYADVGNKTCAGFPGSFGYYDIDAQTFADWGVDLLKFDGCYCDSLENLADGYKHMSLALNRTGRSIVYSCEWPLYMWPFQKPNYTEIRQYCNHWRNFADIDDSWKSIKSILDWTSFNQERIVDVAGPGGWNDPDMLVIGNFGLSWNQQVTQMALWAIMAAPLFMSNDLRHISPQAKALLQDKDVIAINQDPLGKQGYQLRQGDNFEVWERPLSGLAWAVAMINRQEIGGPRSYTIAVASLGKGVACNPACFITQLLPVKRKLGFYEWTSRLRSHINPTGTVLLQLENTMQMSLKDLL
#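 Spleen homogenate 1 ug + cpd (titration) + 4-MU-alpha-D-galactopyranoside 1 mM; 37C 40 min; 50 mM citrate/phosphate pH 5.0, 0.01% Tween-20; stop pH 10; fluorescence 365/440; AC50 via Hill.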
# IMPase Li cell: membrane-permeable IMPase blocker, potentiated with lithium; CHO-M1 cells, IP1 TR-FRET (IP-One), carbachol + lithium; Potency, µM (series often up to 59.4 µM), without a hit: at the highest dose activity, negative = IMPase inhibition, hits mostly inhibitors; actives 0.35% (n = 210,000);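 also: IP1 builds up when IMPase is blocked and the TR-FRET signal falls; potency is read from the fitted curve at half-maximal effect; plate controls were basal vehicle for no effect and high inhibitor control for full effect; nearly all actives have a fitted effect of over 50% in size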
#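 CHO cells stably expressing M1 receptor (2000/well) were cultured 16–30 h, then exposed to compounds with a small lithium addition for 30 min at 37C. IP1 was measured by TR-FRET competition; AC50 from Hill fits.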
# CBFb RUNX1 block: inhibitors of human CBF-beta and RUNX1 interaction; Potency, µM (doses to about 59.8 µM), for inactives: at the highest dose activity, negative = inhibition, most hits filed as inhibitors; AlphaScreen CBFb-His/RUNX1-biotin binding, biochemical; Q01196+Q13951; 230,000 tested, under 10 active; also: % of control where 0% means no effect
#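 His-tagged CBF-beta and biotinylated RUNX1 (30 nM each) were premixed 20 min at room temperature, exposed to compound for 15 min, then given nickel-chelate and streptavidin AlphaScreen beads (50 ng each). After 90 min, AlphaScreen signal was read.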
# * marks the source's active call; other numbers are inactive results; u = inconclusive; x = no result given; [ ] = remark or other dose. Unless noted, calls follow the shape of the dose curve; as a rule, active = well fitted curve in the direction sought with a large enough effect; inconclusive = small, poorly fitted or top-dose-only effect, or another doubt; inactive = no such curve, though single readings can be large; an effect the other way counts as inactive or inconclusive. Only part of the results is shown; count on the stated rates, not on these rows.
molecule,NPSR antag,IMPase Li cell,CBFb RUNX1 block,Luc counter,Epigenetic derep,LMNA splice mod,aGal spleen mod
COc1cc(C(=O)Nc2nc(-c3ccc(C)cc3)cs2)ccc1OCC(=O)N1CCOCC1,-2.4%,6.3%,-10.0%,-2.0%,0.0%,u,1.0%
C=CCn1c(-c2ccccc2OCC)n[nH]c1=S,-17.4%,0.7%,-9.8%,6.5%,-1.0%,x,-1.7%
Cc1ccc(-c2nnc(-c3ccccc3S(=O)(=O)Cc3ccc(Cl)cc3)o2)cc1,-25.1%[46.1 µM],-4.5%[38.3 µM],4.1%,-2.8%,-1.1%,21.2%,-9.3%
CCC(=O)NC1CCN(C(=S)NC)CC1,-3.9%,-3.5%,3.0%,2.0%,4.2%,18.6%[46 µM],-6.0%
CC(C)NC(=S)N1CCN(C(c2ccccc2)c2ccccc2)CC1,-9.3%[46.1 µM],x,1.6%,x,0.1%,-4.9%,1.3%
COc1cc(NC(=O)c2cc(-n3cnnc3)ccc2Cl)cc(OC)c1,-16.9%[46.1 µM],24.5%[38.3 µM],0.8%,1.0%,-1.1%,-3.0%,-4.1%
O=C(C1CCCN1S(=O)(=O)c1cccc2cccnc12)N1CCc2ccccc2C1 (stereo not given),-10.2%[46.1 µM],0.7%[38.3 µM],-3.5%,-1.6%,-2.7%,-5.4%,8.7%
Cc1ccc[n+](-c2[nH]c(=O)sc2/C=N/NC(=O)c2ccccc2[O-])c1,-4.3%[46.1 µM],x,-3.3%,x,0.0%,-3.4%,-4.1%
Cn1c(SCC(=O)Nc2ccc3c(c2)OCO3)nnc1-c1cnccn1,-11.8%[46.1 µM],10.0%[38.3 µM],8.2%,2.9%,-1.1%,-15.5%,0.1%
O=C(O)CNc1nc(-c2ccccc2)nc2c1oc1ccccc12,-27.4%,x,4.5%,x,-0.2%,x,-4.8%
O=C(CN1CCOCC1)Nc1cc(C(F)(F)F)ccc1Cl,8.4%,24.4%,14.0%,1.8%,-0.1%,x,-6.8%
Cc1cnc(NC(=O)Nc2ccc(Cl)cc2)s1,-20.2%,7.4%,1.2%,-2.0%,-4.2%,-7.5%[46 µM],3.8%
O=C(COc1ccccc1)Nc1ccc2c(c1)C(=O)N(CC1CCCO1)C2=O (stereo not given),-3.0%,-3.5%,0.4%,1.5%,-1.4%,u,2.5%
CCCC(=O)Nc1nc(C)c(-c2csc(Nc3ccc(Cl)cc3)n2)s1,-20.5%[46.1 µM],8.2%[38.3 µM],-4.4%,-2.9%,-2.0%,4.0%[0.0737 µM],-4.2%
COc1ccc(C(=O)COC(=O)CNC(=O)c2ccc(OC)cc2)cc1,12.0%,-5.2%,10.3%,-2.2%,-0.7%,x,0.9%
O=C(CN1C(=O)COc2ccccc21)NCc1ccccn1,-8.8%[46.1 µM],-14.1%[38.3 µM],-4.8%,-1.4%,-0.2%,6.7%,2.4%
COC(=O)c1c(C)[nH]c(C(=O)C(C)OC(=O)C2=NNC(=O)CC2)c1C (stereo not given),6.5%,x,2.0%,x,-1.1%,x,0.4%
CCOC(=O)c1c(NC(=O)CN2C(=O)NC(C)(c3ccc(Cl)cc3)C2=O)sc(C(=O)NC)c1C (stereo not given),6.1%,2.3%,1.1%,-4.7%,0.0%,-3.8%,1.9%
O=C(/C=C/c1ccccc1Cl)N1CCN(c2ncccn2)CC1,-0.7%,-1.9%,-0.1%,3.8%,-1.2%,6.3%,6.4%
CCc1ccc(S(=O)(=O)NCc2ccc(N3CCN(C)CC3)cc2)cc1,-21.7%,x,-3.4%,x,-0.7%,x,1.0%
Cc1ccc2nc(NC(=O)COC(=O)CSc3nc(C)cc(C)n3)sc2c1,-2.8%[46.1 µM],14.8%[38.3 µM],2.6%,-10.1%,1.2%,u,12.2%
c1ccc(-c2cn(-c3ccccc3)c3[n+]2CCCS3)cc1,23.9%,x,13.7%,x,5.7%,x,1.1%
S=c1[nH]nc(-c2ccccc2Cl)n1Cc1ccccc1,-27.8%,7.2%,1.1%,0.4%,-0.9%,u,-6.0%
COc1ccccc1C/C(N)=N/OC(=O)c1ccc2c(c1)OCO2,9.0%,2.0%,13.6%,-9.3%,-1.1%,u,-2.8%
Nc1c[n+](N2CCOCC2)no1,x,12.1%,-4.5%[21.7 µM],0.8%,8.3%,x,11.6%
COc1cc(SC)ccc1C(=O)Nc1ccon1,-6.2%[46.1 µM],6.7%[38.3 µM],4.9%,-3.3%,-6.3%,-14.4%,8.2%
CC1=CC(C)(C)N(C(=O)CCl)c2cc(C)ccc21,8.1%,10.8%,6.4%,-0.5%,-1.2%,-2.6%[46 µM],2.9%
COc1cc(CNC2CCCC2)cc(Cl)c1OCc1ccccc1F,11.2%[46.1 µM],16.7%[38.3 µM],26.1%,-1.1%,0.7%,4.7%,15.4%
O=C(CN1CCCCC1)N/N=C/c1ccccc1OCc1ccccc1,1.9%,-10.2%,4.7%,0.6%,6.3%,-9.1%,6.7%
CC(=O)CC1(OC(C)=O)C(=O)N(C)c2ccccc21 (stereo not given),18.4%,12.1%,-2.6%,1.6%,1.0%,-25.0%[46 µM],7.7%

# Molecules listed so far with an aryl thioether with sulfur outside any ring (3):
molecule,NPSR antag,IMPase Li cell,CBFb RUNX1 block,Luc counter,Epigenetic derep,LMNA splice mod,aGal spleen mod
Cn1c(SCC(=O)Nc2ccc3c(c2)OCO3)nnc1-c1cnccn1,-11.8%[46.1 µM],10.0%[38.3 µM],8.2%,2.9%,-1.1%,-15.5%,0.1%
Cc1ccc2nc(NC(=O)COC(=O)CSc3nc(C)cc(C)n3)sc2c1,-2.8%[46.1 µM],14.8%[38.3 µM],2.6%,-10.1%,1.2%,u,12.2%
COc1cc(SC)ccc1C(=O)Nc1ccon1,-6.2%[46.1 µM],6.7%[38.3 µM],4.9%,-3.3%,-6.3%,-14.4%,8.2%

# Structural class, those above containing an NH in an aromatic ring.
molecule,NPSR antag,IMPase Li cell,CBFb RUNX1 block,Luc counter,Epigenetic derep,LMNA splice mod,aGal spleen mod
C=CCn1c(-c2ccccc2OCC)n[nH]c1=S,-17.4%,0.7%,-9.8%,6.5%,-1.0%,x,-1.7%
Cc1ccc[n+](-c2[nH]c(=O)sc2/C=N/NC(=O)c2ccccc2[O-])c1,-4.3%[46.1 µM],x,-3.3%,x,0.0%,-3.4%,-4.1%
COC(=O)c1c(C)[nH]c(C(=O)C(C)OC(=O)C2=NNC(=O)CC2)c1C (stereo not given),6.5%,x,2.0%,x,-1.1%,x,0.4%
S=c1[nH]nc(-c2ccccc2Cl)n1Cc1ccccc1,-27.8%,7.2%,1.1%,0.4%,-0.9%,u,-6.0%

# Continued:
molecule,NPSR antag,IMPase Li cell,CBFb RUNX1 block,Luc counter,Epigenetic derep,LMNA splice mod,aGal spleen mod
COc1ccc(NC(=S)N(CCCN2CCOCC2)C(C)c2cc3ccccc3o2)cc1 (stereo not given),-35.0%,-1.3%,-3.7%,10.9%,0.2%,x,-2.2%
O=c1c(-c2ccc(F)c(F)c2)nc2cncnc2n1Cc1ccc(F)cc1,x,10.8%,x,-3.4%,x,x,-6.8%
CCOC(=O)N1CCN(C(=O)c2ccc3c(=O)n(Cc4ccc(OC)cc4)c(=S)[nH]c3c2)CC1,-18.3%,24.5%,-14.6%,1.8%,-1.0%,u,1.3%
C=CCNc1nc(Nc2ccc(OC)cc2)nc(OC)n1,-6.8%[46.1 µM],-0.8%[38.3 µM],1.2%,-1.0%,-1.8%,10.5%,-3.3%
CC1=C(C(=O)NCc2ccccc2)C(c2cc(Br)cc(Br)c2OC(C)C)NC(=O)N1 (stereo not given),-18.4%[46.1 µM],-1.4%,9.5%,1.4%,-2.0%,-10.1%,4.0%
COc1cc(C2C(C(=O)c3ccco3)=C(O)C(=O)N2CCc2ccccc2)ccc1O (stereo not given),-10.9%[46.1 µM],5.0%,6.9%,-2.2%,0.9%,-7.3%,4.8%
O=C(NC(=S)Nc1nc2c(ccc3ccccc32)s1)c1cccs1,-17.4%,-2.2%,-6.6%,0.8%,1.1%,3.5%,-10.8%
CCCCn1nnnc1SCC(=O)N(CC)CC,2.1%[46.1 µM],17.3%[38.3 µM],4.1%,-0.8%,0.1%,-6.1%,0.2%
O=C(O)COc1ccc(C(=O)c2ccccc2)cc1,3.5%,-3.8%,8.4%,x,0.0%,x,-0.9%
CC(=O)[C@@]1(O)CC[C@H]2[C@@H]3CCC4=CC(=O)CC[C@]4(C)[C@H]3[C@@H](O)C[C@@]21C,4.5%,5.3%,4.9%,0.6%,-1.1%,u,5.3%
C[C@@H]1CCC2[C@](C)(CO)C(O)CC[C@@]2(C)[C@@]12CC[C@](CO)(CCO)O2 (stereo not given in full),x,1.0%,x,-0.6%,-1.0%,-16.5%,-4.9%
Cc1cc(C)cc(NC(=O)Nc2cc(-c3ccccc3)nn2C)c1,-33.7%,x,-1.4%,x,0.0%,x,-1.5%
Nc1cc(S(=O)(=O)Nc2ccccc2Cl)ccc1N1CCCC1,-9.6%,x,-11.7%,x,2.5%,x,11.3%
COC(=O)CCCC1=CC2=CC(=O)C(C)(OC(=O)c3cccs3)C(=O)C2=CN1C1CCCCC1 (stereo not given),-25.7%,-1.3%,-1.8%[13.1 µM],-4.9%[7.66 µM],1.5%,u,3.7%[17.5 µM]
CCCOC(=O)c1ccc(NC(=O)C2CCCO2)cc1 (stereo not given),-12.9%[46.1 µM],16.3%[38.3 µM],1.3%,-1.2%,0.0%,23.4%,4.0%
COc1ccccc1N1CCN(C(=O)c2ccc(Br)s2)CC1,-21.2%[46.1 µM],-2.9%[38.3 µM],1.3%,-7.4%,-4.5%,-4.6%,4.9%
COc1ccccc1N1CCN(C(=O)CN(C2CCCCC2)S(C)(=O)=O)CC1,4.7%,1.6%,5.4%,-1.2%,2.0%,-3.0%[46 µM],2.9%
